Screens (PubChem BioAssay)
Nrf2 inh: Nrf2 qHTS screen for inhibitors | Potency, µM (series often up to 46 µM), inactives show at the top dose activity change, negative = inhibition, usual class: inhibitors | AID 504444, 2011 | actives 2.1% (n = 360,000) | A549 ARE-Fluc reporter, luciferase luminescence, 18-24 h; further: potency means the concentration at half of the fitted maximal effect; on the % scale 0 is the no-effect control and ±100 the full control effect; nearly all actives have a fitted effect of over 60% in size
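A549 ARE_Fluc cells (5000/well, 5% FBS OPTI-MEM) pre-incubated 2 h, then treated with compounds 18-24 h at 37C/5% CO2 in concentration-response. CellTiter-Fluor viability read first; BugLite luciferase luminescence after 15 min at room temperature gives Nrf2 activity.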
ATXN2 expr inh: Primary qHTS for Inhibitors of ATXN expression | HEK-293 ATXN2-luciferase reporter, luminescence, 24 h | Potency, µM (series often up to 57 µM), for the others: at the top dose activity change, negative = inhibition, most hits filed as inhibitors | actives 0.72% (n = 360,000) | AID 1745845, 2022; further: potency means the concentration at half of the fitted maximal effect; on the % scale 0 is the no-effect control and ±100 the full control effect; nearly all actives have a fitted effect of over 55% in size
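qHTS (up to 57 uM final) was run with 24 h compound exposure of reporter cells at 37 °C. Each well was multiplexed: SteadyGlo luminescence measured ATXN2-luciferase expression after a fluorogenic Gly-Phe-AFC viability readout (25 uM final).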
EPAC2 ag: qHTS for Agonist of cAMP-regulated guanine nucleotide exchange factor 4 (EPAC2): primary screen; actives 0.079% (n = 360,000); Rap guanine nucleotide exchange factor 4 (Homo sapiens), Q8WZA2; Potency, µM (titrated, usually from 154 µM), for the others: at the highest dose activation, most hits filed as activators; AID 720711, 2013; EPAC2 activation, biochemical qHTS; response scale: 100% = 6.5 mM cAMP response; further: potency means the concentration at half of the fitted maximal effect; nearly all actives have a fitted effect of over 50% in size
Target sequence (Q8WZA2 whole entry, looked up): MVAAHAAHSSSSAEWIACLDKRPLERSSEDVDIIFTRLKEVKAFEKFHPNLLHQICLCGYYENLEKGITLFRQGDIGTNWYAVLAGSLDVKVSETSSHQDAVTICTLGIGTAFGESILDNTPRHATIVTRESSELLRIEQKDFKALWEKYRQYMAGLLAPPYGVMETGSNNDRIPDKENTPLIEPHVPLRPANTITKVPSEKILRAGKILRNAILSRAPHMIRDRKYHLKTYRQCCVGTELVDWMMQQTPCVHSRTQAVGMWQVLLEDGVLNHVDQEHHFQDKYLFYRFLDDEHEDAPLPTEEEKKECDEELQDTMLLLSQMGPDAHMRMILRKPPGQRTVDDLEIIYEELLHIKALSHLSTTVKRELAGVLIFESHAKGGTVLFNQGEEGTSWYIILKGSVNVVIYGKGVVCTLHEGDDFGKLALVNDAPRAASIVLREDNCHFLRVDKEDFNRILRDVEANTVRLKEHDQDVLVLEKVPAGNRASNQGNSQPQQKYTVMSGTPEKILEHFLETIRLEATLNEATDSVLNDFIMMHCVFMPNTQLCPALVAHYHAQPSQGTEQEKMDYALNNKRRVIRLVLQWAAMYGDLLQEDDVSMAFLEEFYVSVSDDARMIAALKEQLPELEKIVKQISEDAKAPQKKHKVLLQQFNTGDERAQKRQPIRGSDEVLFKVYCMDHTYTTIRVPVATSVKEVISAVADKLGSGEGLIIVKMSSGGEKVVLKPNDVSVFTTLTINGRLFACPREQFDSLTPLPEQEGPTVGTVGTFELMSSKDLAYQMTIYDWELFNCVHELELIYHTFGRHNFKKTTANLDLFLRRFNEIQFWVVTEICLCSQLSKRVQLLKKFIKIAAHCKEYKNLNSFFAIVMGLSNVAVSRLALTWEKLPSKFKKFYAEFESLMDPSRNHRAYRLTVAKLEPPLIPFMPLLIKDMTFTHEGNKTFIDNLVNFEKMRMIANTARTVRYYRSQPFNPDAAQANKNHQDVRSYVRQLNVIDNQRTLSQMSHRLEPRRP
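EPAC2 (100 nM) mixed with Rap1B loaded with BODIPY-GDP (250 nM) plus 50 uM unlabeled GDP; compounds pinned in, 5 min RT, then read every 5 min for 30 min (ex 480, em 540 nm). Normalized to cAMP control.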
TGFb inhibitor: qHTS for Inhibitors of TGF-b | actives 1.2% (n = 410,000) | HepG2 CAGA-GFP TGF-b/SMAD3 reporter, GFP fluorescence, 18 h; TGF-beta stimulated, 500 pg/mL final | AID 588855, 2011 | Potency, µM (series often up to 46.1 µM), inactives show at the highest dose activity, negative = inhibition, actives largely listed as inhibitors; further: potency means the concentration at half of the fitted maximal effect; on the % scale 0 is the no-effect control and ±100 the full control effect; nearly all actives have a fitted effect of over 65% in size
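Using HEPG2 CAGA-GFP reporter cells at 1000 cells/well, we pinned test compounds, stimulated with recombinant TGF-beta (500 pg/mL final) and measured total well GFP after 18 h.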
HepG2 tox: qHTS for Inhibitors of TGF-b: Cytotox Counterscreen | HepG2 CAGA-GFP viability, ATP luminescence, 18 h | actives 0.76% (n = 410,000) | Potency, µM (titrated, usually from 46.1 µM), without a hit: top-dose activity change, negative = cytotoxicity, actives largely listed as cytotoxic; further: potency means the concentration at half of the fitted maximal effect; some results filed as inactive show a strong effect at the top dose
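CellTiter-Glo luminescence gave cytotoxicity after 18 hours at 37 degrees C. The cells were HepG2 CAGA-GFP in 1% FBS DMEM, stimulated with 500 pg/mL TGF-beta after compound addition. %Activity was normalised to no-cell wells (complete cell-killing) and DMSO (no toxicity), and curves were fitted and classified.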
A549 tox: Nrf2 qHTS screen for inhibitors: counterscreen for cytotoxicity; A549 ARE-Fluc cells, CellTiter-Fluor viability, 18-24 h; Potency, µM (highest dose often 46 µM), for the others: top-dose activity change, negative = cytotoxicity, actives largely listed as inhibitors; actives 0.16% (n = 390,000); AID 504648, 2011; further: potency means the concentration at half of the fitted maximal effect; on the % scale 0 is the no-effect control and ±100 the full control effect
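A549 ARE_Fluc cells in 5% FBS OPTI-MEM were exposed to compounds in concentration-response for 18-24 h at 37 deg C. Viability was read by CellTiter-Fluor fluorescence (Ex 405/Em 525) after 30 min, before the luciferase read.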
Nrf2 ARE act: qHTS of Nrf2 Activators | actives 0.31% (n = 410,000) | AREc32 ARE-luciferase reporter (MCF7-derived line), luminescence, 24 h | Potency, µM (top dose mostly 46.1 µM), without a hit: at the highest dose activation, actives largely listed as activators; further: potency means the concentration at half of the fitted maximal effect; % of control where 0% means no effect; nearly all actives have a fitted effect of over 65% in size
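Steps: seed AREc32_Fluc cells (1000/well, 5% FBS OPTI-MEM); incubate overnight at 37 deg C; add 23 nL compound; incubate 24 hr; add Steady-Glo; hold 30 min RT; read luminescence.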
IL2 activator: qHTS of IL-2 Activators; IL-2 activation reporter assay, cell-based qHTS; stimulated with anti-CD3/CD4/CD28 beads; in transgenic mouse T cells; activation, % (series mostly up to about 46 µM); actives 0.065% (n = 360,000); AID 652025, 2013; in the data active means activation above about 50%; inconclusive means mostly about 30% to 49%; further: 0% is about no effect
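First, unstimulated transgenic mouse T cells were exposed to compound for 60 min. Next, anti-CD3/anti-CD4-coated beads with anti-CD28 were added. Finally, after 18 h at 37 degrees C, EGFP and DsRed were imaged.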
ATXN viability: Viability Counterscreen for Primary qHTS for Inhibitors of ATXN expression. S2 cells (HEK-293 line with an ATXN2-luciferase reporter) viability, CellTiter-Fluor protease fluorescence, 24 h. Potency, µM (top dose mostly 56.7 µM), usual class: cytotoxic. actives 0.49% (n = 400,000); further: potency means the concentration at half of the fitted maximal effect; nearly all actives have a fitted effect of over 40% in size
The depositor's hits bear a star; i = inactive; ? = inconclusive; . = no result given; & = joins results of further samples; [ ] = remark or other dose. Unless noted, the call rests on the fitted dose curve; in most records, active means well fitted curve in the direction sought with a large enough effect; inconclusive means small, poorly fitted or top-dose-only effect, or another doubt; inactive means no such curve, though single readings can be large; an effect the other way counts as inactive or inconclusive.

SMILES | Nrf2 inh | ATXN2 expr inh | EPAC2 ag | TGFb inhibitor | HepG2 tox | A549 tox | Nrf2 ARE act | IL2 activator | ATXN viability
O=[N+]([O-])c1nc2ccccc2[nH]1 | -11% | 12% | 3% | ? | 5% | -11% | 0.2% | 0.1 | i
O=C(NC1=C(Nc2ccc(F)cc2)C(=O)c2ccccc2C1=O)c1ccc(Cl)cc1 | 2% | -10% | -8% | 11µM* | 11µM* | -5% | 3.2% | -1.3 | i
CCCCNC(=O)c1cc(C)nn1-c1ccccc1 | 6% | 12% | 8% | -2% | 20% | 3% | -0.8% | 0.3 | i
O=C(NCCCCc1ccccc1)c1ccc(Br)o1 | -19% | 0% | 12% | ? | -7% | 5% | -0.4% | 0.1 | i
COc1ccc(OCC(=O)Nc2ccc(S(=O)(=O)Nc3cc(C)nc(C)n3)cc2)cc1 | 8% | 1% | 5% | 23% | -12% | -5% | -0.7% | 0.5 | i
Cc1nn(-c2ccccc2)c(Cl)c1/C=N/NC(=O)OC(C)(C)C | 16% | 44%[activator] | 16% | -13% | -3% | 3% | 4.1% | -3.3 | i
CC1CN(C(=O)c2cccs2)CC(C)O1 (stereo not given) | 8% | -5%[11.3 µM] | -8% | 8% | 4% | 1% | 0.5% | -2.4 | i
CCOP(=O)(OCC)C(Nc1ccc([N+](=O)[O-])cc1)c1ccc(Cl)cc1 (stereo not given) | -24% | . | 3% | 6% | 3% | -27% | -0.2% | -1.4 | ?
CC(=O)Nc1ccc(CNc2nc(NC(C)C)nc3ccsc23)cc1 | . | 4% | 5% | -7% | -15% | . | 6.9% | 0.0 | i
CCCOC(=O)C1NC(=O)N2C(C(=O)OCCC)C(C)(C)S[C@H]12 (stereo not given in full) | 2% | 14% | 0% | ? | -6%&-14% | -2% | -0.3% | 0.9 | i
COc1ccc(C(=O)Nc2ccc(NS(=O)(=O)c3ccccc3)cc2)cc1OC | -1% | -23% | 10% | 4% | 2% | -1% | -0.2% | -3.1 | ?
Cc1ccc(C)c2[nH]c(=O)c(CCNC(=O)Cc3cccs3)cc12 | -14% | 5% | 3% | 11% | 4% | -2% | -0.3% | -1.8 | i
CCN(CC(=O)NCc1cccs1)C(=O)COc1cccc(C(F)(F)F)c1 | -1% | -11% | 7% | -2% | -7% | 1% | -0.8% | 0.4 | i
Cc1nnc2c(-c3ccccc3)nc3ccccc3n12 | . | 0% | -8% | 35% | 17% | -6% | ? | -1.4 | i
COC(=O)c1ccc(NC(=O)CSc2nncn2C)cc1 | -12% | 3% | -3% | 0% | -7% | -9% | 0.4% | -0.6 | i
CCOc1ccc(NC(=O)N2CCC(n3nnc4ccccc43)CC2)cc1 | -19% | -1% | 7% | -1% | -2% | 1% | -1.0% | -2.5 | i
COc1ccc(NC(=O)c2c(NC(=O)COc3ccccc3)sc3c2CCC(C(C)(C)C)C3)cc1 (stereo not given) | 0% | -5% | . | -8% | 5% | 5% | -1.4% | . | i
COc1cccc2c1Oc1ncccc1N(C(=O)CCC(=O)NCc1ccccc1)C2 | -18% | . | 8% | -4% | 5% | 2% | 0.2% | 0.9 | i
CCOc1cc(CN2CCN(S(=O)(=O)c3ccc(C)cc3)CC2)ccc1OC | ? | . | . | ? | 1% | 6% | 1.1% | . | .
Cc1ccc(C(C)NC(=O)c2cccnc2)cc1 (stereo not given) | ? | 0% | 4% | 12% | -31% | -12% | 0.2% | -0.3 | i
CN(C(=O)CSc1nc(O)cc(=O)n1C1CCCC1)c1ccccc1 | 1% | -13% | -1% | 8% | 34% | 2% | 3.9% | -2.6 | i
CC(C)CC(=O)N1CCN(CC2CC=CCC2)CC1 (stereo not given) | -9% | -5% | 11% | -14% | -8% | -8% | -1.6% | 0.0 | i
O=C(CSc1nc(-c2ccc(F)cc2)[nH]c1-c1ccc(F)cc1)Nc1ccc2c(c1)OCCO2 | ? | ? | . | 7.9µM* | -57% | ? | -2.6% | . | .
COc1cc(NC(=O)N2c3ccccc3Sc3ccccc32)c(C(=O)O)cc1OC | -21% | . | 9% | 3% | -6% | 0% | 0.8% | -2.4 | i
Cc1ccc(OCC(=O)N/N=C\c2ccco2)c(C)c1 | 0% | 9% | 9% | 1% | 4% | -4% | 0.6% | -0.7 | i

Sorted by SMILES length (smallest number first): three of the compounds above
SMILES | Nrf2 inh | ATXN2 expr inh | EPAC2 ag | TGFb inhibitor | HepG2 tox | A549 tox | Nrf2 ARE act | IL2 activator | ATXN viability
O=C(NCCCCc1ccccc1)c1ccc(Br)o1 | -19% | 0% | 12% | ? | -7% | 5% | -0.4% | 0.1 | i
CN(C(=O)CSc1nc(O)cc(=O)n1C1CCCC1)c1ccccc1 | 1% | -13% | -1% | 8% | 34% | 2% | 3.9% | -2.6 | i
COc1cc(NC(=O)N2c3ccccc3Sc3ccccc32)c(C(=O)O)cc1OC | -21% | . | 9% | 3% | -6% | 0% | 0.8% | -2.4 | i

Next records.
SMILES | Nrf2 inh | ATXN2 expr inh | EPAC2 ag | TGFb inhibitor | HepG2 tox | A549 tox | Nrf2 ARE act | IL2 activator | ATXN viability
O=C(NCc1ccccc1)N1CCC(n2cnc3cc(F)ccc32)CC1 | ? | 12% | 5% | -3% | -9% | -6% | -0.8% | -0.4 | i
CC1CC1C(=O)OCC(=O)NNC(=O)c1ccc([N+](=O)[O-])cc1 (stereo not given) | -6% | -3% | -2% | -1% | 1% | -3% | -0.2% | -2.0 | i
CC(C)[C@H]1CN=C2N(C[C@H](C)NC(=O)CCC3CCCCC3)[C@H](Cc3ccc(O)cc3)CN21 | 8% | -7% | -4% | 1% | 3% | -2% | 5.0% | -0.3 | ?
CCOC(=O)c1sc(NC(=O)Cc2c(F)cccc2Cl)nc1C | ? | . | 14% | 14% | -1% | -7% | 0.6% | -2.4 | i
Cc1cc(S(=O)(=O)N2CCc3ccccc3C2)ccc1F | -13% | -5% | 2% | -7% | 3% | 3% | 2.6% | -0.6 | i
COc1cc(CC(NC(C)=O)C(=O)NC2CCN(C(=O)C3CC3)CC2)cc(OC)c1 (stereo not given) | 9% | -4%[11.3 µM] | 1% | 8% | 3% | 5% | 0.3% | 0.1 | i
Cc1nc2ccccc2c2oc(C(=O)N3CC(C)CC(C)C3)cc12 (stereo not given) | -2% | . | 15% | 5% | 0% | -6% | -1.0% | 0.0 | ?
CS(=O)(=O)N1CCN(C(=O)Cc2ccc([N+](=O)[O-])cc2)CC1 | -5% | -9% | -1% | -20% | -17% | 4% | 1.3% | -0.8 | i
CCOC(=O)C1CCN(C(=O)CSc2cc(=O)n(CC)c3ccccc23)CC1 | 8% | 10% | 2% | 2% | -2% | -3% | 8.8% | -0.4 | i
CCCCC(=O)Nc1c(C(=O)N2CCN(c3ccccc3)CC2)oc2ccccc12 | ? | . | . | ? | -18% | ? | -1.0% | . | .
O=C1NC(Cc2ccccc2)c2nc3ccc(F)cc3c(=O)n2-c2ncccc21 (stereo not given) | . | -6% | 4% | 15% | 0% | . | 0.4% | -0.1 | i
CC1CCCC(NC(=O)C2CCN(S(=O)(=O)N3CCC4(CC3)OCCO4)CC2)C1C (stereo not given) | 7% | 3% | -5% | -4% | -2% | 3%[1.84 µM] | -0.6% | 6.5 | i
O=C(CC(c1ccccc1)c1ccccc1O)NCCc1ccccc1 (stereo not given) | 6% | -14% | 14% | 4% | -26% | -4% | -1.9% | 1.3 | i
O=S(=O)(NCc1c(Cl)cccc1Oc1ccccc1)c1ccccc1 | -29% | -32% | ? | ? | -53% | 2% | 6.6% | -4.7 | i
COCCNC(=O)C1CCCN(S(=O)(=O)c2ccc3c(ccn3C)c2)C1 (stereo not given) | . | 0% | . | -19% | 3% | -2% | -0.4% | . | i
COc1ccc(C2=CC(=O)C[C@H](c3ccc4c(c3)OCO4)C2)cc1 | 6% | 7% | -2% | ? | -1% | -3% | 4.3% | 0.6 | i
Cn1c(=O)n(C)c2cc(NC(=O)CSc3nc4ccccc4c(=O)[nH]3)ccc21 | ? | 65%[activator] | -4% | 8% | 2% | 1% | 2.6% | 0.0 | i
CCCC(C(=O)NC(C)(C)C)N(C(=O)c1snc(C(N)=O)c1N)c1ccc2c(c1)OCCO2 (stereo not given) | 27% | -16% | -4% | -3% | -21% | -17% | 0.2% | 0.0 | ?
CCc1cc(Br)ccc1NC(=S)NCCc1ccccc1 | 13% | -27% | 14% | ? | -36% | 16% | -1.6% | -2.6 | i

TGFb inhibitor, entries above that show a hit
compound	TGFb inhibitor	IL2 activator
O=C(NC1=C(Nc2ccc(F)cc2)C(=O)c2ccccc2C1=O)c1ccc(Cl)cc1	11µM*	-1.3
O=C(CSc1nc(-c2ccc(F)cc2)[nH]c1-c1ccc(F)cc1)Nc1ccc2c(c1)OCCO2	7.9µM*	.
